Assay outcomes as filed in PubChem.
human PMI inhibition = MPI enzyme activity inhibition – biochemical, fluorescence intensity, coupled assay, primary screen (AID 1209). purified PMI enzyme, coupled fluorescence intensity; higher % means a stronger effect. one-dose inhibition, % at 20 µM; IC50 in µM for titrated hits. 0.42% of 190,000 active;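 further: plate controls were DMSO vehicle for no effect and wells lacking substrate for full effect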
Ins promoter up = MIN6 insulin promoter up-regulation | z-score at 5 µM | MIN6 insulin promoter-GFP reporter, high-content imaging; stronger effect = higher value | 0.3% of 190,000 active | AID 1625;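 active means z-score above 3 at 5 µM with at least 500 cells counted in the well; inconclusive means wells under 500 cells, flagged as cytotoxic or low count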
TNAP activation fold = human TNAP enzyme activators, primary screen, biochemical, luminescent, no phosphate acceptor, uHTS (AID 1001). purified TNAP, luminescent activation assay, no phosphate acceptor; higher activation fold means a stronger effect. 0.03% of 200,000 active. activation fold at 20 µM, or EC50 in µM where a hit was titrated; in the data active means activation fold from about 3, or a potency from the dose series; inactive means the rest, 99 in 100 with activation fold below about 1.6; further: many of its hits are not listed in these tables
Salmonella PhoP GFP = PhoP-dependent GFP reporter repression – Salmonella Typhimurium, primary screen (AID 1863) | S. Typhimurium PhoP-regulated promoter GFP reporter, 4 h; higher % means a stronger effect | inhibition, % at 50 µM, or IC50 in µM where a hit was titrated | 0.16% of 300,000 active;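 active means inhibition over 29.93%, a cutoff 3 SD above the screen mean, later confirmed by dose response; inconclusive means inhibition over 29.93% but no dose response follow-up; inactive means inhibition at most 29.93% or unconfirmed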;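 further: 0% = low Mg2+ inducing control and 100% = high Mg2+ repressing control; strong numbers were not always called active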
RSV CPE inhibition = inhibition of RSV-induced cytopathic effect – HEp-2 cells, primary 10 µM value included (AID 2391). HEp-2 cells, RSV-induced CPE inhibition; higher % means a stronger effect. CPE inhibition, % at 10 µM; hits with a dose series show IC50 in µM. 0.13% of 310,000 active; in the data active means a potency from the dose series; inconclusive means CPE inhibition mostly from about 23% at the one dose, without a potency; inactive means the rest, 99 in 100 with CPE inhibition below about 21%; further: strong numbers were not always called active
Large T inhibition = TAg ATPase/helicase activity blockers – biochemical (AID 1903); SV40 large T antigen ATPase/helicase inhibition assay; higher % means a stronger effect; inhibition, % at 20 µM; hits with a dose series show IC50 in µM; 0.39% of 310,000 active; in the data active means a potency from the dose series; inconclusive means inhibition mostly from about 32% at the one dose, without a potency; inactive means the rest, 99 in 100 with inhibition below about 32%; further: strong numbers were not always called active
West Nile virus CPE = inhibition of WNV-induced cytopathic effect – cell-based, CPE readout (AID 1621) | 0.02% of 290,000 active | West Nile virus-infected cells, CPE inhibition; higher % means a stronger effect | one-dose CPE inhibition, % at 10 µM; IC50 in µM for titrated hits; in the data active means a potency from the dose series; inconclusive means CPE inhibition mostly from about 3.7% at the one dose, without a potency; inactive means the rest, 99 in 100 with CPE inhibition below about 2.2%; further: strong numbers were not always called active
PMI inhibition = MPI inhibition at elevated mannose 6-phosphate – biochemical, fluorescence intensity, high mannose 6-phosphate, primary screen (AID 1220); inhibition, % at 20 µM; hits with a dose series show IC50 in µM; recombinant PMI enzyme, coupled fluorescence intensity; higher % means a stronger effect; 0.66% of 190,000 active
CSM14.1 death rescue = rescue of cells from ER stress-induced death, primary screen, 384-well, CSM14.1, thapsigargin, ATP luminescence (AID 1222); CSM14.1 thapsigargin-induced death rescue, ATP luminescence; higher % means a stronger effect; cellular ATP content (survival), % at 20 µM, or EC50 in µM where a hit was titrated; 190,000 tested, under 10 active;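 active means EC50 below 50 µM in the dose-response confirmation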;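 further: death triggered by thapsigargin at about 15 µM added after 2 h compound pretreatment; cell ATP read after overnight thapsigargin exposure of roughly 18 to 22 hours; normalized against plate controls of thapsigargin alone and 5% DMSO vehicle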
Ins promoter up cell count = further read-out of Ins promoter up, marked with its call; cell count; measured here: cytotoxicity, nuclei count;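 total cells summed across four imaged fields per well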
Starred values were filed as active, the others as inactive; ? = inconclusive; · = not tested or not shown. Unless noted, no stated cut-off is given here; in the data, active means inhibition above about 50%; inactive means the rest.

Second line of a record – human PMI inhibition	Ins promoter up	Ins promoter up cell count	TNAP activation fold	Salmonella PhoP GFP	RSV CPE inhibition	Large T inhibition	West Nile virus CPE	PMI inhibition	CSM14.1 death rescue
Cc1cc(NC(=O)COC(=O)C2CC(=O)N(c3cccc(Cl)c3)C2)no1 (stereo not given)
    ·	·	·	·	-5%	0.4%	23%	0.7%	·	·
Nn1c(-c2ccc(F)cc2)nc2ccccc2c1=O
    ·	·	·	·	11%	1.6%	22%	-0.2%	·	·
N#Cc1c(-c2ccccc2)ccnc1Oc1ccccc1
    14%	·	·	1	-4%	4.7%	7%	0.0%	11%	-0.4%
CCOc1cc(C(=O)Nc2ccc3c(c2)OCO3)ccc1OC(F)F
    3%	-1.5	1178	1.1	-7%	8.9%	10%	-0.4%	0%	-0.6%
CCOC(=O)C1C(=O)NC(N2CCN(CC)CC2)=NC1c1ccccc1 (stereo not given)
    17%	1	1660	1.1	-3%	0.6%	7%	0.2%	17%	-2.0%
O=C(CCCC(=O)OCC(=O)c1ccc(Cl)cc1Cl)Nc1cc(C(F)(F)F)ccc1Cl
    3%	0.29	1512	1	12%	1.4%	-2%	0.3%	6%	-1.4%
Cc1ccc(-c2cc(C(F)F)nc(S(C)(=O)=O)n2)cc1
    -16%	-0.09	1228	1.1	2%	2.8%	15%	1.2%	-13%	0.1%
COc1ccc(C(C)(C)C)cc1NC(=O)c1cc(S(=O)(=O)N(C)C)ccc1N1CCCC1
    20%	-0.91	1422	1	-16%	3.3%	2%	-1.5%	14%	0.4%
CCCCNc1ccc(C(=O)O)cc1
    ·	0.16	1063	·	-12%	2.9%	6%	0.3%	·	·
Cc1cccc(/C=N/n2c(-c3ccccn3)n[nH]c2=S)c1
    9%	-0.36	1449	0.5	-2%	0.5%	12%	-0.6%	-2%	-1.7%

New compounds follow:
Second line of a record – human PMI inhibition	Ins promoter up	Ins promoter up cell count	TNAP activation fold	Salmonella PhoP GFP	RSV CPE inhibition	Large T inhibition	West Nile virus CPE	PMI inhibition	CSM14.1 death rescue
CCN(CC)S(=O)(=O)c1cccc(NC(=O)CN(C)C2CCCCC2)c1
    7%	-0.21	1417	1.2	6%	-0.3%	6%	0.3%	11%	0.1%
COc1ccc(CN2CCNC(=O)C2CC(=O)NCc2csc(C)n2)c(F)c1 (stereo not given)
    ·	·	·	·	-10%	0.1%	11%	-0.2%	·	·
COCCn1c(=S)[nH]c2cc(C(=O)N3CCC(C(N)=O)(N4CCCCC4)CC3)ccc2c1=O
    9%	0.84	1329	1.1	-5%	0.9%	2%	1.4%	-1%	-0.4%
C/C(=C/C(=O)N1CCN(C)CC1)C(=O)O
    2%	0.22	1515	1.1	6%	0.0%	0%	0.2%	-2%	2.3%
C#CC(C)OC(=O)Nc1cnccc1C(F)(F)F (stereo not given)
    ·	1.2	1350	·	-10%	2.5%	3%	0.1%	·	·
Cc1ccc2oc(C(=O)NCc3ncc(C)[nH]3)c(C)c2c1
    ·	·	·	·	6%	-0.4%	7%	0.8%	·	·
Cc1ccc(-c2csc(NC(=O)CSc3nc(C)cc(=O)[nH]3)n2)cc1
    12%	0.95	888	1.1	-10%	3.2%	24%	0.2%	11%	-0.9%
CC(C)CCn1cnc2c(cnn2-c2ccc(Cl)cc2)c1=O
    -1%	0.32	1336	1.1	-11%	22%	3%	0.1%	-4%	-1.2%
O=C(CN1CCN(c2ccc(O)cc2)CC1)Nc1cc(S(=O)(=O)N2CCCC2)ccc1Cl
    19%	-0.05	1106	1	3%	6.5%	?	-1.2%	45%	-0.4%
COc1ccc(C2C(=O)N(C3CCCCC3)CC(=O)N2Cc2ccc3c(c2)OCO3)cc1 (stereo not given)
    -6%	0.09	1434	1.1	8%	-2.0%	10%	·	4%	2.1%

(listing goes on)
Second line of a record – human PMI inhibition	Ins promoter up	Ins promoter up cell count	TNAP activation fold	Salmonella PhoP GFP	RSV CPE inhibition	Large T inhibition	West Nile virus CPE	PMI inhibition	CSM14.1 death rescue
Cc1ccc(S(=O)(=O)NCC(=O)N(CC(=O)NCc2ccco2)Cc2ccc3c(c2)OCO3)cc1
    6%	0.03	1271	1.1	-5%	1.2%	3%	0.2%	7%	1.4%
O=C1NC(=O)/C(=C\c2ccccc2OCc2ccc([N+](=O)[O-])cc2)N1
    -7%	-1	1284	1.1	-3%	13%	16%	-1.2%	3%	-1.9%
COc1ccc(C(=O)N/N=C/c2ccc(OC)c(COc3ccccc3)c2)cc1
    ·	·	·	·	0%	4.5%	7%	-0.4%	·	·
Cc1ccc(OCC(=O)Nc2ccc3c(c2)C(=O)NC3=O)c(C)c1
    ·	·	·	·	-5%	1.2%	5%	-0.1%	·	·
COc1cccc(/C=N/NC(=O)C(C)Cn2cnc3ccccc32)c1 (stereo not given)
    ·	0.69	1060	·	-6%	·	14%	-0.4%	·	·
O=C(N=C1SC2CS(=O)(=O)CC2N1CCc1ccc(F)cc1)C1CCCCC1 (stereo not given)
    ·	·	·	·	8%	0.3%	2%	2.1%	·	·
COc1ccc(S(=O)(=O)CCC(=O)N2c3ccccc3CC2C)cc1 (stereo not given)
    6%	-0.13	1235	1.1	-14%	0.8%	2%	-0.5%	2%	-2.0%
COc1ccc2c(c1)C1CC(C)(NC(=O)C1C(=O)c1ccccc1)O2 (stereo not given)
    18%	0.53	1396	1	7%	1.0%	10%	-0.3%	19%	-0.7%
Fc1ccc(-c2csc(-c3cccnc3)n2)cc1F
    ·	·	·	·	-4%	19%	7%	0.7%	·	·
CCCCNC(=O)[C@H]1C[C@H]1[C@@H](O)[C@H](CO)NC(=O)[C@H](Cc1ccccc1)NC(=O)OC(C)(C)C
    ·	·	·	·	8%	-0.7%	6%	0.3%	·	·

Continued:
Second line of a record – human PMI inhibition	Ins promoter up	Ins promoter up cell count	TNAP activation fold	Salmonella PhoP GFP	RSV CPE inhibition	Large T inhibition	West Nile virus CPE	PMI inhibition	CSM14.1 death rescue
O=C(c1cccnc1)N1N=C(C2CC2)CC1(O)C(F)(F)F (stereo not given)
    -2%	0.44	1483	1.1	-3%	1.7%	8%	0.2%	7%	-2.0%
CCOC(=O)c1c(O)c2ccccc2oc1=O
    ·	-0.31	1366	·	-2%	0.0%	5%	-0.2%	·	·
CCOC(=O)c1c2n(c3ccc(O)cc13)CCCCC2
    9%	1.1	1225	1.1	20%	3.3%	3%	0.2%	9%	-0.7%
O=C(CON=C1c2ccccc2-c2ccccc21)NC12CC3CC(CC(C3)C1)C2
    16%	·	·	1	-9%	16%	4%	0.7%	10%	3.8%
Cc1cnc(NC(=O)CSc2nnc(-c3ccncc3)n2C2CCCCC2)s1
    2%	-0.35	1210	1.1	-7%	-1.3%	7%	0.4%	-2%	-0.3%
COc1ccc(OC)c(NC(=O)CN(Cc2ccc(Cl)cc2)S(C)(=O)=O)c1
    13%	-0.65	1232	1.1	7%	-0.5%	11%	-0.9%	19%	5.4%
CCOc1ccc(-c2n[nH]c(=S)n2/N=C/c2cc3c(cc2[N+](=O)[O-])OCO3)cc1
    18%	-0.6	1149	1.3	13%	0.8%	8%	0.8%	23%	-1.6%
COC(=O)c1cc(NC(=O)Nc2ccccc2)ccc1Cl
    18%	0.25	1176	1	-10%	12%	5%	-0.5%	9%	-2.7%
O=C(CSc1ncn[nH]1)NCCc1ccc(Cl)cc1
    ·	·	·	·	-1%	0.0%	6%	0.3%	·	·
CC(=O)n1cc([C@H]2C=C(C(=O)N3CCN(Cc4ccc5c(c4)OCO5)CC3)O[C@@H](OCc3ccc(CO)cc3)C2)c2ccccc21
    10%	0.52	1276	1.1	-4%	15%	10%	-0.3%	2%	-0.2%

Next section
Second line of a record – human PMI inhibition	Ins promoter up	Ins promoter up cell count	TNAP activation fold	Salmonella PhoP GFP	RSV CPE inhibition	Large T inhibition	West Nile virus CPE	PMI inhibition	CSM14.1 death rescue
O=S(=O)(N/N=C\c1cccn1-c1ccccc1)c1ccc2ccccc2c1
    8%	1.7	1511	1.1	9%	3.5%	13%	-0.3%	3%	0.1%
COC(=O)c1ccc2c(=O)n(CCN3CCOCC3)c(SCC(=O)Nc3ccc(OC)cc3OC)nc2c1
    ·	·	·	·	-7%	3.6%	7%	-0.4%	·	·
COc1cc(CNC2CCCc3ccccc32)cc(OC)c1OC (stereo not given)
    15%	-0.49	1145	1.1	17%	2.2%	10%	-1.1%	2%	-3.0%
O=S(=O)(Nc1ccc(-c2cn3c(n2)SCC3)cc1)c1cccs1
    13%	0.02	1204	1.1	0%	3.1%	0%	0.0%	14%	0.9%
CN(C(=O)COC(=O)c1ccc([N+](=O)[O-])cc1)c1ccccc1
    -2%	0.04	1278	1.1	8%	-0.9%	10%	0.4%	-4%	0.1%
Cn1cc(Br)c(-c2cccc(NC(=O)CC(C)(C)CC(=O)O)c2)n1
    ·	0.18	1384	·	-14%	3.0%	14%	-0.1%	·	·
COc1ccc(N2CCN(C(=O)c3ccccc3NS(=O)(=O)c3ccccc3)CC2)cc1
    ·	·	·	·	-3%	2.9%	24%	-0.8%	·	·
CCCn1c(=O)c(C(=O)NCCc2ccccc2)c(O)c2ccccc21
    ·	·	·	·	7%	3.3%	2%	-0.2%	·	·
COc1ncnc2c1N=C1CC(C)(C)CC(N)=C1S2
    -35%	-0.11	1169	1.3	-14%	-1.3%	21%	·	-62%	·
COCCCNC(=O)CCCOc1ccccc1
    1%	1.4	1058	1.1	-11%	0.4%	0%	-0.3%	-2%	-0.3%

Continuation.
Second line of a record – human PMI inhibition	Ins promoter up	Ins promoter up cell count	TNAP activation fold	Salmonella PhoP GFP	RSV CPE inhibition	Large T inhibition	West Nile virus CPE	PMI inhibition	CSM14.1 death rescue
CCOC(=O)C[C@H]1c2ccccc2S(=O)(=O)N1Cc1ccc(Cl)cc1
    ·	·	·	·	-8%	-0.1%	5%	0.3%	·	·
COc1ccc(C(=O)NCc2cccnc2)cc1
    -10%	·	·	1.1	-2%	0.8%	-1%	0.3%	-2%	-1.5%
COc1ccc(-c2cc(C(=O)NCCN3CCOCC3)c3cc(C(C)C)ccc3n2)cc1
    ·	·	·	·	-6%	1.8%	11%	-0.9%	·	·
CC(C)CN(c1ccccc1)S(=O)(=O)c1nnc(NC(=O)C(C)C)s1
    ·	·	·	·	-1%	2.2%	6%	-0.3%	·	·
CC1(C(=O)N2CCOCC2)CCCCC1
    ·	·	·	·	-3%	1.2%	12%	-0.5%	·	·
CC(C)OC(=O)CSc1nc2c(c(C3CC=CCC3)c1C#N)CCC2 (stereo not given)
    10%	0.91	920	1	-7%	4.6%	0%	-0.8%	10%	-0.8%
COc1ccc(S(=O)(=O)N(C)CC(=O)NCCCn2ccnc2)cc1Cl
    ·	·	·	·	8%	-0.9%	-1%	-0.1%	·	·
COc1ccc(-c2c(C)nc(N)nc2-c2ccc(OCc3ccc(C)cc3)cc2O)cc1OC
    23%	-0.9	1127	1.1	2%	1.7%	13%	-1.0%	29%	-4.6%
